# Assay outcomes: PubChem BioAssay, several laboratories
# MEKK2mut PB1 HTS = signal of MEK5 binding to mutant human MEKK2 PB1 domain. percent response, % at 10 µM. AID 1530. bead flow cytometry, Alexa488-MEK5 binding to MEKK2 mutant. 0.35% of 290,000 active; in the data active = percent response above about 24%, passing the limit was not always enough; note: inactives centre near 1; some results filed as inactive read as strong as hits
# HCV NS3 hel inh = blocks Hepatitis C virus NS3 helicase unwinding | NS3 helicase DNA unwinding, Cy5 molecular beacon fluorescence | inhibition, % at 10.9 µM | 0.56% of 290,000 active | AID 1800;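 active = inhibition above the mean of all tested compounds plus 3 SD, set per campaign, cut at about 35% in these data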;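 note: 0% = DMSO wells and 100% = thioflavine S control wells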
#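 Assay system – hepatitis C virus NS3 helicase domain fragment enzyme · Buffer or medium – MOPS pH 6.5, MgCl2, DTT, Tween20, BSA · Reagent – Cy5/quencher beacon DNA duplex and ATP to start · Compound – single 10.9 µM dose · Timing – 1 h at 25 °C · Technique – Cy5 beacon fluorescence read at start and 1 h · Measure – % inhibition of unwinding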
# IMP-1 inh = blocks Pseudomonas aeruginosa IMP-1 metallo-beta-lactamase. inhibition, % at 5.6 µM. AID 1556. 0.45% of 290,000 active. purified IMP-1, nitrocefin hydrolysis, epi-absorbance fluorescence;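 active = inhibition above the mean plus 3 SD of all compounds in the same screening run, cut at about 4.5% in these data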;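 note: 0% = IMP-1 with DMSO and 100% = DMSO wells lacking enzyme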
#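 System: Purified IMP-1 | Read-out basis: Percent enzyme inhibition | Controls: IMP-1 with DMSO as 0%, enzyme-free DMSO as 100% | Replicates: One well per compound | Doses: 5.6 µM nominal single concentration | Detection: Epi-absorbance fluorescence, 480 nm excitation, 530 nm emission | Incubation: 25 °C, 15 min preincubation, 25 min reaction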
# PfM18AAP inh = PfM18AAP enzyme inhibition; recombinant PfM18AAP, H-Glu-NHMec fluorogenic cleavage; inhibition, % at 7.35 µM; 1.2% of 290,000 active; AID 1822;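 active = inhibition above the campaign mean inhibition over all tested compounds plus 3 SD, cut at about 28% in these data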;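 note: 0% = plate median of test compound wells and 100% = 2 mM ZnCl2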
# NALP1 yeast inh = blocks the NALP1 inflammasome reconstituted in yeast. 0.61% of 280,000 active. inhibition, % at 10 µM. S. cerevisiae NALP1/ASC/caspase-1 growth, X-gal OD620, 72 h; in the data active = inhibition mostly above about 24%, no sharp cut-off; inactive = mostly below about 32%; note: some compounds called inactive have numbers as strong as hits
# SUMO HTRF inh = SUMOylation inhibition. P63279. HTRF SUMOylation assay, SAE1/SAE2 + UBC9, in vitro. inhibition, % at 35 µM. 0.36% of 290,000 active. AID 2006; in the data active = inhibition above about 50%, passing the limit was not always enough; note: strong numbers were not always called active
# Target sequence (P63279 whole entry, looked up): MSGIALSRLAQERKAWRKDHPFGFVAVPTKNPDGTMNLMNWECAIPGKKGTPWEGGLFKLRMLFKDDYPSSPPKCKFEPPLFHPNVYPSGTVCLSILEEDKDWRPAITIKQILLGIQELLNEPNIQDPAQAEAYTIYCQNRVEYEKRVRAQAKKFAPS
# MEKK2wt PB1 HTS = raises or lowers MEK5 binding to wildtype human MEKK2 PB1 domain. 1.1% of 290,000 active. bead flow cytometry, Alexa488-MEK5 binding to MEKK2 WT; actives lie on both sides. AID 1531. binding response (% of control), % at 10 µM. Q9Y2U5; in the data active = binding response below about 67% or above about 130%
# FID counter = counter-screen for HCV NS3 helicase inhibitors: DNA intercalator displacement | DNA fluorescent intercalator displacement, fluorescence | 0.17% of 290,000 active | inhibition, % at 7.9 µM; in the data active = inhibition above about 37%;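 note: 0% = vehicle and 100% = reference compound; higher means more ethidium bromide displaced from hairpin DNA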
# VIM-2 inhibitor = inhibitors of Pseudomonas aeruginosa VIM-2 metallo-beta-lactamase; purified VIM-2, nitrocefin hydrolysis, epi-absorbance fluorescence; inhibition, % at 5.6 µM; 0.89% of 290,000 active;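 active = inhibition above the mean of all tested compounds plus 3 SD, cutoff set per screening run, cut at about 7.5% in these data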;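 note: red hydrolysis product quenches plate fluorescence so inhibitors raise well fluorescence; 0% = enzyme with DMSO and 100% = DMSO without enzyme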
# * = called active by the depositor; nt = no result given.
SMILES,MEKK2mut PB1 HTS,HCV NS3 hel inh,IMP-1 inh,PfM18AAP inh,NALP1 yeast inh,SUMO HTRF inh,MEKK2wt PB1 HTS,FID counter,VIM-2 inhibitor
O=S1(=O)C=C(SCc2ccc(F)cc2)Nc2ccccc21,-8,-14,-0.7,1,27,10,98,0,0.2
O=C(CN1CCN(c2ccccn2)CC1)Nc1nc2ccccc2s1,12,-2,-1.6,-1,9,22,106,-20,-1.3
COc1ccccc1NC(=O)Cc1nnc(SCC(=O)Nc2ccccc2F)n1C,2,15,-2.1,6,-10,9,99,-19,-2.6
Cc1cc(C(=O)O/N=C(\N)c2ccncc2)ccc1[N+](=O)[O-],-4,12,-4.4,-16,15,-5,95,-2,-1.2
O=C(O)Cc1cc2c(s1)CCCCC2,10,3,2.7,2,-8,8,105,-3,-0.1
CCCC1CC(=O)OC1(C)C(=O)CSc1n[nH]c(-c2ccccc2)n1 (centres undefined),5,-6,0.7,-10,nt,-9,88,-8,-2.0
Cc1ccnc(NC(=O)CCC(=O)N(CC(=O)NCCc2ccccc2)Cc2cccs2)c1,2,-8,-2.3,0,-9,-7,94,-27,-5.1
CCOc1ccc(NC(=O)C2CCC(C)(C(=O)O)C2(C)C)cc1 (centres undefined),0,-10,1.7,-17,-15,4,103,-5,0.8
O=C(NCC1CCCO1)c1csc(Nc2cccc3ccccc23)n1 (centres undefined),-9,-11,-5.3,-7,-15,3,106,-34,-1.1
O=C(Nc1cccc(C(F)(F)F)c1)c1c(O)c2ccccc2[nH]c1=O,-7,-6,-0.3,-16,24,2,94,-3,1.1
Cc1cccc(N/N=C/c2ccc(C)s2)c1,5,-22,-0.8,22,22,-6,108,-5,1.6
Cc1ccc(-c2nn(-c3ccccc3)cc2C2CC(c3cccs3)=NN2C(=O)CCC(=O)O)cc1 (centres undefined),nt,9,-3.9,-2,11,12,nt,-27,-1.3
CN(CC1CCCN(CCc2cccc(C(F)(F)F)c2)C1)C(=O)c1ccco1 (centres undefined),1,-1,-3.1,-13,18,12,100,9,0.0
CCOc1ccc(NC(=S)N(CCc2c(C)[nH]c3ccc(C)cc23)Cc2ccco2)cc1,-3,-14,-0.5,6,16,-6,99,2,0.3
COc1ccc(NC(=O)C2CCN(C(=O)c3cccs3)CC2)c(OC)c1,-8,1,-1.4,5,-4,-5,90,-10,-3.8
COC(=O)c1cccc(COC(=O)c2ccccc2NC(=O)c2ccco2)c1,1,8,-2.9,-2,11,-4,102,-3,-0.8
CCOc1ccccc1NC(=O)c1cc(CC(C)C)oc1C,-3,-3,-1.3,5,36,-34,87,-7,-3.7
Cc1ccc(C)n1-c1sc2c(c1C#N)CCCC2,-1,1,-0.9,-3,34,1,104,-4,0.2
CCC(Sc1ncnc2c1c(-c1ccccc1)cn2-c1ccc(OC)cc1)C(=O)OC (centres undefined),18,-4,-2.5,-4,28,-18,111,-20,-2.9
CCCCCCc1c(C)[nH]c2nc3ccccc3n2c1=O,3,6,-1.8,-4,19,14,103,-2,-2.2
CC(=O)c1c(C)[nH]c(C(=O)N2CC(C)CC(C)C2)c1C (centres undefined),9,-37,-3.9,-2,13,2,111,-15,-0.6
CC(Oc1ccc2c(-c3ccccc3)cc(=O)oc2c1)C(=O)NCC(O)c1ccccc1 (centres undefined),5,-13,-4.4,5,12,39,101,-34,4.1
CNC(=S)NCCc1cc2c(OC)ccc(OC)c2[nH]c1=O,-1,14,-2.4,-6,-15,11,103,-4,-2.0
O=C(C/C=N/OCc1ccccc1F)c1cnc(-c2ccc(Cl)cc2)s1,18,13,-0.7,-1,2,5,112,3,0.6
O=c1[nH]c2ccc(Cl)cc2c(-c2ccccc2)c1N1CCN(CCO)CC1,10,-35,-1.1,0,10,14,125,15,2.3

# An excerpt from above in order of the PfM18AAP inh value, low to high.
SMILES | MEKK2mut PB1 HTS | HCV NS3 hel inh | IMP-1 inh | PfM18AAP inh | NALP1 yeast inh | SUMO HTRF inh | MEKK2wt PB1 HTS | VIM-2 inhibitor
CN(CC1CCCN(CCc2cccc(C(F)(F)F)c2)C1)C(=O)c1ccco1 (centres undefined) | 1 | -1 | -3.1 | -13 | 18 | 12 | 100 | 0.0
CC(=O)c1c(C)[nH]c(C(=O)N2CC(C)CC(C)C2)c1C (centres undefined) | 9 | -37 | -3.9 | -2 | 13 | 2 | 111 | -0.6
O=C(O)Cc1cc2c(s1)CCCCC2 | 10 | 3 | 2.7 | 2 | -8 | 8 | 105 | -0.1

# New compounds follow.
SMILES,MEKK2mut PB1 HTS,HCV NS3 hel inh,IMP-1 inh,PfM18AAP inh,NALP1 yeast inh,SUMO HTRF inh,MEKK2wt PB1 HTS,FID counter,VIM-2 inhibitor
O=C(Cn1cnc2c(nnn2-c2ccccc2)c1=O)N1CCCc2ccccc21,9,0,-1.6,-14,nt,0,109,-4,0.1
Cc1nn(CC(=O)Nc2cc(S(=O)(=O)N(C)C)ccc2Cl)c(C)c1[N+](=O)[O-],-2,-2,-2.1,0,44,2,96,0,-3.5
Clc1ccc2nc3ccccn3c2c1,1,4,-3.1,5,-17,10,103,0,-2.6
COCCCNC(=O)C1CCN(c2ncccn2)CC1,-4,-2,-1.3,2,16,15,97,10,-0.9
O=C(CSc1nnc(-c2ccccc2O)n1Cc1ccccc1)NNC(=O)c1ccccc1O,0,11,-4.4,7,7,-30,96,-31,-2.8
COc1ccc(-c2nc(C#N)c(NCc3ccc(C)cc3)o2)cc1OC,2,-16,-2.9,-9,2,15,107,-7,-1.3
COc1cc(NC(=O)c2cc(-c3ccccc3Cl)on2)cc(OC)c1OC,-1,-13,-3.7,4,14,-18,98,-31,-0.5
CN1CCN(C(=O)c2ccc(-n3cccc3)cc2)CC1,1,5,-4.2,-5,4,2,108,0,-7.8
CCc1ccc(NC(=O)C(C)OC(=O)c2cc(=O)[nH]c3ccc(S(=O)(=O)Nc4ccc(F)cc4)cc23)cc1 (centres undefined),-7,-3,-1.9,-1,10,32,95,-3,-1.6
O=C(CNC(=O)C(c1ccccc1)c1ccccc1)N/N=C\c1ccc2c(c1)OCO2,-1,1,-1.2,0,18,21,101,1,-0.1
COC(=O)Nc1c(C)n(C)n(-c2ccccc2)c1=O,-2,-2,-1.0,-14,34,-8,95,7,0.8
Cc1ccc(C(=O)NNC2=Nc3cccc4cccc2c34)cc1,0,0,0.4,-4,15,16,100,-4,0.3
Cc1ccc(C(=O)COC(=O)CSc2cccc3cccnc23)c(C)c1,3,14,-2.6,3,nt,nt,107,-23,-1.1
COc1ccc2nc(N3CCCC(C(=O)NCCCN4C(C)CCCC4C)C3)sc2c1 (centres undefined),17,-1,-2.2,-6,13,16,119,12,-0.4
Cc1cccc(SCc2noc(C(=O)NC(C)C)c2C(=O)O)c1,2,4,-2.6,11,-7,-6,100,-13,-5.2
O=c1[nH]c(=O)n(-c2cc(Br)c(O)c(Br)c2)cc1Br,4,6,-2.4,4,4,2,115,0,1.0
O=c1ccc2cc(S(=O)(=O)N3CCN(c4ccccc4)CC3)ccc2o1,4,8,-2.7,4,nt,20,107,5,-3.1
CC1Nc2nc(N(C)C)[nH]c(=O)c2NC1C (centres undefined),-2,2,-2.2,-1,17,25,101,1,-3.6
Cc1cccc(-c2nnc3sc(-c4ccccc4C)nn23)c1,2,-10,-3.0,-12,7,-24,95,-8,-0.7
COC(=O)c1ccc(Nc2nc(C)cc(C)n2)cc1,2,5,-0.9,1,-3,-1,106,0,-0.7
C/C(=N\OC(=O)c1ccc(F)cc1)c1sc(-c2ccccc2)nc1C,4,1,0.7,-9,-23,7,104,-8,-0.9
CCN(CC)C(C(=O)NC1CCCCC1)c1ccc(C)cc1 (centres undefined),-14,-5,-1.1,-14,-1,-7,77,0,-0.2
Cc1cc(C(=O)COC(=O)/C=C/c2cccc(F)c2)c(C)n1C,-6,2,0.3,-3,1,-6,96,-1,-0.2
COc1ccccc1C(=O)NCC(=O)N/N=C/c1cccc(Cl)c1,-5,7,0.3,-3,-2,-4,99,-10,-0.2
O=C(Cn1ncc2c3ccccc3n(Cc3ccccc3)c2c1=O)NCCCN1CCCC1=O,-1,5,-0.9,0,10,1,102,-48,1.4
# Remaining list, next part
SMILES,MEKK2mut PB1 HTS,HCV NS3 hel inh,IMP-1 inh,PfM18AAP inh,NALP1 yeast inh,SUMO HTRF inh,MEKK2wt PB1 HTS,FID counter,VIM-2 inhibitor
CCCCOc1ccc(N(CC(=O)NCCOC)C(=O)CCC(=O)Nc2ccccn2)cc1,9,-7,-3.7,-2,-18,3,103,-39,-2.1
Cc1nnc(NC(=O)c2sc3ccccc3c2Cl)s1,-1,3,-4.8,5,-2,3,99,-2,-4.6
O=C(O)c1cccc(CSc2nnc(-c3ccco3)o2)c1,6,1,-2.4,3,4,-1,104,-1,-0.8
NC1=NS(=O)(=O)NC1c1ccc(Cl)cc1 (centres undefined),0,-7,-1.0,-6,-5,2,105,3,-1.5
CC(C)Cn1c(C(C)NC(=O)Cc2ccccc2)nc2ccccc21 (centres undefined),15,0,-2.4,0,37,17,118,-20,-3.9
Cc1ccc(-n2nc(C)cc2NC(=O)c2ccc(C)s2)cc1,2,2,-2.7,-2,2,1,100,-9,-3.3
COc1ccccc1C(=O)C1CCCN(C(=O)C2=CC(=O)CC(C)(C)O2)C1 (centres undefined),5,9,-4.8,2,16,7,100,-28,-1.3
C=CCn1c(SCc2c(Cl)cccc2Cl)nnc1-c1cccnc1,2,-7,-2.6,-16,8,8,104,-19,2.1
Oc1cccc2ccc(/C=C/c3ccccc3Cl)nc12,2,4,-1.3,2,0,32,103,-9,-1.6
Cc1ccc(C)c(N2N=C(C(=O)O)CCC2=O)c1,-9,3,-4.0,-3,20,8,93,2,-2.5
CCC1CCCCN1C(=O)COC(=O)c1cc2ccccc2cc1O (centres undefined),2,-1,-2.8,-1,15,-5,104,-19,-2.6

# In the list so far, 9 contain an aryl methoxy group:
SMILES,MEKK2mut PB1 HTS,HCV NS3 hel inh,IMP-1 inh,PfM18AAP inh,NALP1 yeast inh,SUMO HTRF inh,MEKK2wt PB1 HTS,FID counter,VIM-2 inhibitor
COc1ccccc1NC(=O)Cc1nnc(SCC(=O)Nc2ccccc2F)n1C,2,15,-2.1,6,-10,9,99,-19,-2.6
COc1ccc(NC(=O)C2CCN(C(=O)c3cccs3)CC2)c(OC)c1,-8,1,-1.4,5,-4,-5,90,-10,-3.8
CCC(Sc1ncnc2c1c(-c1ccccc1)cn2-c1ccc(OC)cc1)C(=O)OC (centres undefined),18,-4,-2.5,-4,28,-18,111,-20,-2.9
CNC(=S)NCCc1cc2c(OC)ccc(OC)c2[nH]c1=O,-1,14,-2.4,-6,-15,11,103,-4,-2.0
COc1ccc(-c2nc(C#N)c(NCc3ccc(C)cc3)o2)cc1OC,2,-16,-2.9,-9,2,15,107,-7,-1.3
COc1cc(NC(=O)c2cc(-c3ccccc3Cl)on2)cc(OC)c1OC,-1,-13,-3.7,4,14,-18,98,-31,-0.5
COc1ccc2nc(N3CCCC(C(=O)NCCCN4C(C)CCCC4C)C3)sc2c1 (centres undefined),17,-1,-2.2,-6,13,16,119,12,-0.4
COc1ccccc1C(=O)NCC(=O)N/N=C/c1cccc(Cl)c1,-5,7,0.3,-3,-2,-4,99,-10,-0.2
COc1ccccc1C(=O)C1CCCN(C(=O)C2=CC(=O)CC(C)(C)O2)C1 (centres undefined),5,9,-4.8,2,16,7,100,-28,-1.3

# Rows were taken by chance; overall some 4.7% were active at least once.
